Screens as filed in PubChem BioAssay.
RGS4 block = inhibitors of human RGS4 | P49798 | HEK293 M3R/RGS4 inducible, Fluo-4 calcium flux; stronger effect = higher value; triggered by carbachol at its EC20 | B-score at 10 µM | hit rate 0.45% among 310,000;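 active means B-score, a plate-corrected calcium signal, over three deviations above library mean, with baseline fluorescence within five deviations of library mean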;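 further: RGS4 expression induced by doxycycline in cells with stable M3 receptor; B-score is computed from the integrated fluorescence ratio over baseline after carbachol; higher B-score means a larger calcium signal and so more RGS4 inhibition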
TMEM16A act = activates or potentiates the mouse TMEM16A chloride channel. HEK293 TMEM16A/YFP-H148Q/I152L, iodide quench fluorescence; stronger effect = lower value. B-score at 10 µM. hit rate 0.3% among 340,000;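 active means fluorescence-ratio B-score plate-corrected deviation score at least 3 library SD below zero, with starting fluorescence score within 5 deviations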;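 further: channel opened by trigger with iodide after compound preincubation; score built on the fluorescence ratio of max minus min over baseline; more negative score means more quench and so TMEM16A activation or potentiation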
Target sequence (Q8BHY3 whole entry, looked up): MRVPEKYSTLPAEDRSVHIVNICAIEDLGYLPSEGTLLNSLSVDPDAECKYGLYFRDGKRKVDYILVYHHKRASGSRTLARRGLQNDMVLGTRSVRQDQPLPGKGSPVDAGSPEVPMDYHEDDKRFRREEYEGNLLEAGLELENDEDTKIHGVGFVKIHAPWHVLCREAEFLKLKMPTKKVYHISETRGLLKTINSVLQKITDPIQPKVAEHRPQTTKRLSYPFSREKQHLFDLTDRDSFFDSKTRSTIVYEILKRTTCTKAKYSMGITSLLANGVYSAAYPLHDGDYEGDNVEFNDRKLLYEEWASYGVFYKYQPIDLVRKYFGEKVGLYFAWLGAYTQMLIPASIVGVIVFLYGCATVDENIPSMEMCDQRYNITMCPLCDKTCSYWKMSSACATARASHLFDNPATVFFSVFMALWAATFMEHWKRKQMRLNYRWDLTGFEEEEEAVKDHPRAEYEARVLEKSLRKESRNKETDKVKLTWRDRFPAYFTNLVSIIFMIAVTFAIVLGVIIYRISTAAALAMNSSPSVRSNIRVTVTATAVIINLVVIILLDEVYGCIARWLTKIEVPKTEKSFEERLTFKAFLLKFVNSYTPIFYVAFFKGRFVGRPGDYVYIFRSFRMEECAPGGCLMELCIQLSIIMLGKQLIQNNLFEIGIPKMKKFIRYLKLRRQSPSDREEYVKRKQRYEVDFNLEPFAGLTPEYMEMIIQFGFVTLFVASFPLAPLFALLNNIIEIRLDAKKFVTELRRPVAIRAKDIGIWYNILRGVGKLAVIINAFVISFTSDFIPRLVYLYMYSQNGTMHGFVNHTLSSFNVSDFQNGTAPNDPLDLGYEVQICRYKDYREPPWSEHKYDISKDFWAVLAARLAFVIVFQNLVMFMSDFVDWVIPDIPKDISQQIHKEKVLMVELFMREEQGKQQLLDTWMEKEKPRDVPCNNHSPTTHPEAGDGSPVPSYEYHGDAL
TRPC4 agonist = opens the mouse TRPC4 cation channel; Q9QUQ5; HEK293 TRPC4beta/mu-opioid, Fluo4 calcium fluorescence; stronger effect = higher value; B-score at 10 µM; hit rate 0.49% among 310,000; AID 2237;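 active means B-score above 5 SD of library B-scores, and initial fluorescence ratio not above library mean plus 5 SD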;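 further: positive B-score marks a calcium rise read as TRPC4 activation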
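Material: HEK293 stable line with TRPC4beta plus mu-opioid receptor; technique: Fluo4 calcium-sensitive dye fluorescence, kinetic, 1 Hz baseline; timing: Fluo4 dye loading 45 min at room temperature, 110 s recording; controls: assay buffer as low control, maximal DAMGO as high control; read-out: integrated baseline-normalised fluorescence ratio, converted to per-well B score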
TRPC4 block = blocks the mouse TRPC4 cation channel; Q9QUQ5; AID 2247; HEK293 TRPC4beta/mu-opioid, DAMGO-evoked Fluo4 calcium flux; stronger effect = lower value; hit rate 0.39% among 300,000; B-score at 10 µM;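 active means B-score over 3 SD under the library average, no early fluorescence shift, positive overall ratio signal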
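test system = HEK293 cells with stable TRPC4beta plus mu-opioid receptor expression | detection = Fluo4 Ca2+ flux fluorescence | read-out = integrated fluorescence ratio relative to baseline, converted to per-well B score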
TRPC4 PAM = allosterically enhances the mouse TRPC4 cation channel | Q9QUQ5 | HEK293 TRPC4beta/mu-opioid, DAMGO EC20, Fluo-4 Ca2+ flux; stronger effect = higher value | B-score at 10 µM | hit rate 0.42% among 310,000 | AID 2227;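 active means B-score of calcium response area above 5 SD of library B-scores, with initial fluorescence ratio within 5 SD of library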;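 further: B-score of integrated fluorescence ratio over time as area under calcium response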
MrgX1 allo act = human MrgX1 positive allosteric modulation, primary screen; B-score at 10 µM; Q96LB2; MrgX1-HEK293, Fluo-4 calcium flux, FDSS; stronger effect = higher value; AID 588675; hit rate 0.63% among 310,000;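 active means plate-corrected calcium response at least 3 library SD above typical, normal starting fluorescence, not activating the receptor alone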;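 further: compound read alongside a low EC10 to EC30 dose of BAM8-22 agonist; peak minus trough fluorescence over baseline measured at the second addition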
TRPC6 inh = blocks the mouse TRPC6 cation channel; Q61143; HEK293-TRPC6, membrane potential dye, ACh-evoked depolarization; stronger effect = lower value; B-score at 10 µM; hit rate 1.1% among 310,000;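 active means B-score under library mean minus 3 SD, initial fluorescence not abnormally high, positive integrated signal ratio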;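 further: B-score derived from integrated fluorescence ratio over the kinetic read; more negative B-score means stronger inhibition of depolarization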
TMEM16A inh = blocks the mouse calcium-activated chloride channel TMEM16A; Q8BHY3; HEK293 TMEM16A/YFP iodide influx fluorescence, ionomycin; normalized B-score (activity score, 25-100; higher = stronger inhibition) at 10 µM; hit rate 1.2% among 310,000;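 active means ratio plate-corrected score three or more library SD toward inhibition, starting fluorescence score within five deviations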;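 further: score derived from kinetic fluorescence span divided by baseline fluorescence per well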
TRPC6 activator = mouse TRPC6 channel activation | Q61143 | HEK293-TRPC6 membrane potential dye fluorescence; stronger effect = higher value | B-score at 10 µM | hit rate 0.13% among 310,000 | AID 2550;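 active means B-score of the integrated fluorescence ratio above library mean plus 3 SD, and starting fluorescence ratio within library mean plus 5 SD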;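 further: higher score means more depolarization so channel activation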
MrgX1 antag = human MrgX1 receptor antagonism, primary screen | Q96LB2 | MRGX1-HEK293 calcium flux, Fluo-4, BAM8-22 antagonism; stronger effect = lower value | B-score at 10 µM | hit rate 1.3% among 310,000 | AID 588676;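 active means calcium-response B-score plate-corrected more than 3 library SD below zero, starting fluorescence within 5 deviations, no agonist response on first addition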;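 further: peak minus trough fluorescence over baseline after final BAM8-22 challenge near maximal dose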
MrgX1 ag = human MrgX1 receptor agonism, primary screen. AID 588627. MrgX1-HEK293 cells, Fluo-4 calcium fluorescence, agonist mode; stronger effect = higher value. B-score at 10 µM. hit rate 0.44% among 310,000;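 active means calcium response B-score plate-corrected fluorescence ratio at least 3 library SD, with starting fluorescence B-score inside 5 SD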
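System: HEK293 cells stably expressing human MrgX1 receptor; Dosing: test compound in the initial addition of three; Schedule: overnight plating, then 30 min 37 °C plus 30 min room-temperature dye loading; Detection: kinetic calcium dye fluorescence, Fluo-4 NW; Controls: per-plate positive and negative controls for Z′ factor.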
The depositor's hits bear a star; i = inactive; . = not tested or not shown.

Fields: RGS4 block, TMEM16A act, TRPC4 agonist, TRPC4 block, TRPC4 PAM, MrgX1 allo act, TRPC6 inh, TMEM16A inh, TRPC6 activator, MrgX1 antag, MrgX1 ag
COc1ccc(NC(=O)C(NCC(C)C)c2ccccc2)cc1Cl (stereo not given)
  i, i, i, i, i, i, i, i, i, i, i
COc1cccc2c3c(c(C)nc12)CCN3c1ccccc1
  i, i, i, i, i, i, -8.5*, i, i, i, i
CC1(C)CC(=NO)CC(C)(C)N1
  i, i, i, i, i, i, i, i, i, i, i
Cc1cccn2cc(-c3ccc(S(=O)(=O)N4CCOCC4)cc3)nc12
  i, i, i, i, i, i, i, i, i, i, i
COc1ccc(OCCCCc2c(C)n[nH]c2C)cc1
  i, i, i, i, i, i, i, 25*, i, i, i
O=C(O)C1C2CCC(C2)C1C(=O)NCCc1ccc(F)cc1 (stereo not given)
  i, i, i, i, i, i, i, i, i, i, i
OC(c1ccc(Cl)cc1Cl)C(Cc1cccnc1)n1cncn1 (stereo not given)
  i, i, i, i, i, i, i, i, i, i, i
O=C1C2C3C=CC(C3)C2C(=O)N1/N=C/c1cn(Cc2ccc(F)cc2)c2ccccc12 (stereo not given)
  i, i, i, i, i, i, i, i, i, i, i
O=C(CNC(=O)c1ccccc1Br)N/N=C/c1ccco1
  i, i, i, i, i, i, i, i, i, i, i
COC(=O)c1cc(Br)c(=O)n(-c2ccccc2OC)c1
  i, i, i, i, i, i, i, i, i, i, i
CCCCOCCCN1CC(=O)N2[C@@H](Cc3c([nH]c4ccccc34)C2(C)C)C1=O
  i, i, i, i, i, i, i, i, i, i, i
O=C(Cn1cc(C(F)(F)F)ccc1=O)NCc1ccc(F)cc1
  i, i, i, i, i, i, i, i, i, i, i
COC(=O)c1cc(C)nc(N)c1C#N
  i, i, i, i, i, i, i, i, i, i, i
O=C(Nc1ccc(NC(=O)c2ccco2)nc1)c1cccc(F)c1
  i, i, i, i, i, i, i, i, i, i, i
O=S1(=O)CCN(C(CO)c2ccccc2)CC1 (stereo not given)
  i, i, i, i, i, i, i, i, i, i, i
OC(COc1ccc2cc(Br)ccc2c1)CN1CCOCC1 (stereo not given)
  i, i, i, i, i, i, i, i, i, i, i
COc1ccc(CNC(=O)C2(CC3CC(c4ccccc4)=NO3)CCN(C(=O)Cc3ccc(F)cc3)CC2)cc1 (stereo not given)
  i, i, i, i, i, i, i, i, i, i, i
Cc1cc(C)cc(C(=O)NCC(=O)OCc2c(C)noc2C)c1
  i, i, i, i, i, i, i, i, i, i, i
CN1CCN(/C=N/C2=C(C#N)C(c3ccccc3)C3=C(CC(C)(C)CC3=O)O2)CC1 (stereo not given)
  i, i, i, i, i, i, i, i, i, i, i
Cc1cc(-c2ccc(S(=O)(=O)Nc3ccc(C#N)cc3)s2)on1
  i, i, i, i, i, i, i, i, i, i, i
Cc1cc2ncn(CCCCOc3ccccc3)c2cc1C
  i, i, i, i, i, 11*, i, i, i, i, i
O=C(Nc1ccccc1)NC1CCN(Cc2c(F)cccc2Cl)CC1
  i, i, i, i, i, i, i, i, i, i, i
COc1ccc2oc(C(=O)OCc3nnc(-c4ccccc4)o3)c(C)c2c1
  i, i, i, i, i, i, i, i, i, i, i
Cc1ccc2[nH]cc(C(=O)CN3CCN(C)CC3)c2c1
  i, i, i, i, i, i, i, i, i, i, i
CC(=O)c1ccc(S(=O)(=O)Nc2ccc(-c3ccc4nncn4n3)cc2)cc1
  i, i, i, i, i, i, i, i, i, i, i
Cc1cccc(-c2csc(NC(=O)c3cnccn3)c2C(=O)OC(C)C)c1
  i, i, i, i, i, i, i, i, i, i, i
FC(F)(F)c1cccc(CON=C2CCN(c3ncc(C(F)(F)F)cc3Cl)CC2)c1
  i, i, i, i, i, i, i, i, i, i, i
CC1=CC2=C(OC1N(C)C)c1cccc3cccc(c13)C2=O (stereo not given)
  i, i, i, i, i, i, i, i, i, i, i
COc1ccccc1OCC(=O)Nc1cc(Cl)ccc1Oc1ccccc1
  i, i, i, i, i, i, i, i, i, i, i
Cc1cc(CSc2ccccc2)ccc1NC(=O)COc1ccccc1
  i, i, i, i, i, i, i, i, i, i, i
CC(=O)Nc1ccc(C(=O)CSc2cc(C)c3cccc(C)c3n2)cc1
  i, i, i, i, i, i, i, i, i, i, i
CCc1ccc(NC(=S)Nc2cc(OC)c(NC(=O)C(C)C)cc2OC)cc1
  i, i, i, i, i, i, i, i, i, i, i
COC(=O)C1=C(COc2ccccc2)NC(=O)NC1c1ccc2ccccc2c1 (stereo not given)
  i, ., 45*, i, i, i, i, i, i, i, i
O=C(CN1CCN(C(=O)N2CCOCC2)CC1)Nc1ccc(Br)cc1
  i, i, i, i, i, i, i, i, i, i, i
CCOc1ccc(/C=N/O)cc1
  i, i, i, i, i, i, i, i, i, i, i
O=C(NCC1CCCO1)/C(=C\c1cccc([N+](=O)[O-])c1)NC(=O)c1ccccc1 (stereo not given)
  i, i, i, i, i, i, i, i, i, -5.7*, i
Cc1ccc(-c2cc(=O)[nH]c(NCc3ccccc3)n2)cc1
  i, i, i, i, i, i, i, i, i, i, i
O=C(N/N=C/c1ccc([N+](=O)[O-])o1)c1cc(-c2ccc(-c3ccccc3)cc2)nc2ccccc12
  i, i, i, i, i, i, i, i, i, i, i
CCNC(=O)O/N=C1\CCCCC1c1ccc([N+](=O)[O-])cc1[N+](=O)[O-] (stereo not given)
  i, i, i, i, i, i, i, i, i, i, i
NC(=O)c1ccsc1NC(=O)CCc1ccccc1
  i, i, i, i, i, i, i, i, i, i, i
CCN(Cc1ccccc1)C(=O)CN1C(=O)NC2(CC(C)CC(C)(C)C2)C1=O (stereo not given)
  i, i, i, i, i, i, i, i, i, i, i
O=C1C(=O)N(CC2CCCO2)C(c2ccccc2[N+](=O)[O-])/C1=C(/O)c1ccccc1 (stereo not given)
  i, i, i, i, i, i, i, i, i, i, i
COC(=O)CC1C(=O)NCCN1C(=S)NC(=O)CCc1ccccc1 (stereo not given)
  i, i, i, i, i, i, i, i, i, i, i
CCN1CCN(c2ccc(S(=O)(=O)N3CCCCC3)cc2NC(=O)c2cccc(NC(C)=O)c2)CC1
  i, i, i, i, i, i, i, i, i, i, i
CC1(C)CC(N=C2C([N+](=O)[O-])=CC=C3C2=NC2(CCCCC2)N3O)CC(C)(C)N1
  i, i, i, i, i, i, -5.2*, i, i, i, i
Cc1nc2ccccc2c2oc(C(=O)NCCCN3CCC(C)CC3)cc12
  i, i, i, i, i, i, i, i, i, i, i
N#Cc1c(C(F)(F)F)cc(Cc2ccccc2)nc1SCC(=O)NCC(=O)O
  i, i, i, i, i, i, i, i, i, i, i
CCC(C)Nc1nc(Cl)nc(NCCOc2ccccc2)n1 (stereo not given)
  i, i, i, i, i, i, i, i, i, i, i
O=Cc1ccc(N2CCCCCC2)cc1
  i, i, i, i, i, i, i, i, i, i, i
COc1ccc(C(=O)NNC(=O)Cc2nc3nc(C)cc(C)n3n2)cc1
  i, i, i, i, i, i, i, i, i, i, i
CC1(C)Cc2c(sc3c2c(=O)n(-c2cccc(Cl)c2)c(=O)n3CC(N)=O)CO1
  i, i, i, i, i, i, i, i, i, i, i
CCN(CC)c1ccc(C=C(c2nnnn2-c2ccccc2)c2nnnn2-c2ccccc2)cc1
  i, i, i, i, i, i, i, i, i, i, i
CCOC(=O)N1CCN(C(=O)CS(=O)Cc2nc(-c3cccc(C)c3)oc2C)CC1 (stereo not given)
  i, i, i, i, i, i, i, i, i, i, i
Cc1ccc(/C(N)=N/OC(=O)c2cccs2)cc1
  i, i, i, i, i, i, i, i, i, i, i
CS(=O)(=O)c1ccc(NC(=O)C2CC(=O)N(c3ccc4c(c3)OCCO4)C2)cc1 (stereo not given)
  i, i, i, i, i, i, i, i, i, i, i
COC(=O)c1ccc(N2NC(=O)/C(=C/c3cc(OC)c(OC)c(OC)c3)C2=O)cc1
  4.9*, i, i, i, i, i, i, i, i, i, i
c1cc(CNC2=NCCCCC2)ccn1
  i, i, i, i, i, i, i, i, i, i, i
O=S1(=O)[C@H]2C[C@@H]3C=C[C@@]2(CN1Cc1cccc(Cl)c1)O3
  i, i, i, i, i, i, i, i, i, i, i
CC(C)(C)[C@H]1C=C(C(=O)NCc2ccccc2)O[C@@H](OCCCCO)C1
  i, i, i, i, i, i, i, i, i, i, i
N#C/C(=C\c1cccc(Cl)c1)C(=O)c1ccccc1
  i, i, i, i, i, i, i, i, i, i, i

Continuation.
Fields: RGS4 block, TMEM16A act, TRPC4 agonist, TRPC4 block, TRPC4 PAM, MrgX1 allo act, TRPC6 inh, TMEM16A inh, TRPC6 activator, MrgX1 antag, MrgX1 ag
CSc1ccc(/C=N/N2CCN(Cc3ccc(Cl)cc3)CC2)cc1
  i, i, i, i, i, i, i, i, i, i, i
CC(Oc1ccc(S(=O)(=O)N2CCCC2)cc1[N+](=O)[O-])C(=O)NC(C)c1ccccc1 (stereo not given)
  i, i, i, i, i, i, i, i, i, i, i
COc1cc(C(=O)Nc2ccc3c(c2)ncn3C)cc(OC)c1OC
  i, i, i, i, i, i, i, i, i, i, i
N#Cc1ccc(CSc2nnc(NC(=O)CN3C(=O)C4CC=CCC4C3=O)s2)cc1 (stereo not given)
  i, i, i, i, i, i, i, i, i, i, i
CC1=CC(C)(C)N(C(=O)CSc2ncn[nH]2)c2ccccc21
  i, i, i, i, i, i, i, i, i, i, i
Cc1cccc(C)c1NC(=O)NCCSc1snnc1C
  i, i, i, i, i, i, i, i, i, i, i
CCOC(=O)[C@H]1[C@H]2COc3ccc(C)cc3[C@@H]2N2C(=O)c3cc(OC)c(OC)cc3NC(=O)[C@@]12C
  ., i, ., ., ., i, ., i, ., i, i
N#Cc1cc2c(nc1SCC(=O)O)CCCCC2
  i, i, i, i, i, i, i, i, i, i, i
Clc1ccc(OCc2nnc(SCCN3CCCCC3)n2Cc2ccco2)cc1
  i, i, i, i, i, i, i, i, i, i, i
